From PubChem
A3A deaminase: APOBEC3A ssDNA deaminase inhibitors, primary screen, selectivity assay for APOBEC3G inhibitor project, biochemical, FAM/TAMRA oligo cleavage fluorescence; recombinant A3A, FAM/TAMRA ssDNA deamination fluorescence; DNA dC->dU-editing enzyme APOBEC-3A (Homo sapiens), P31941; inhibition, % at 20 µM; AID 493011, 2011; 330,000 tested, 0.41% active;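 active = at least 40% inhibition at 20 µM here, with at most 30% in a related deaminase screen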;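 also: plate controls were A3A with DMSO for no effect and wells lacking A3A enzyme for full effect; some results filed as inactive read as strong as hits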
Target sequence (P31941 whole entry, looked up): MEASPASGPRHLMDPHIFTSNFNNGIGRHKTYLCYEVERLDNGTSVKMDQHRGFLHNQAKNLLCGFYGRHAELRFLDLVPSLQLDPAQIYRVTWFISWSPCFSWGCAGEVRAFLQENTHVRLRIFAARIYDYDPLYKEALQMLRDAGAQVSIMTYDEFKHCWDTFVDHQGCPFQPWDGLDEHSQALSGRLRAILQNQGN
mIAP act: activators of mouse IAP, primary screen, biochemical, luminescence, uHTS. AID 2805, 2010. muIAP, CDP-Star luminescence, 30 min; active compounds read high; 1 = vehicle-only enzyme signal, 0 = enzyme-free wells. 330,000 tested, 0.24% active. activation factor at 10 µM. intestinal alkaline phosphatase [Mus musculus];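 active = activation factor of at least 2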; also: the source names both 10 and 20 µM as test concentration; values of inactives mirror those of a sister screen read the other way
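Assay system: mouse IAP enzyme / Compound: DMSO-dissolved test compounds / Timing: 30 min, room temperature / Measured by: luminescence from enzymatic CDP-Star hydrolysis / Control set: DMSO-only wells, enzyme-free buffer wells as negative control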
hIAP inh: human IAP inhibitors, primary screen, biochemical, luminescence, uHTS | purified IAP, CDP-Star luminescence, 30 min | Intestinal-type alkaline phosphatase (Homo sapiens), P09923 | 330,000 tested, 0.12% active | AID 2544, 2010 | inhibition, % at 10 µM;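 active = inhibition reaching a set limit with compound at 10 µM in the primary screen, cut at about 35% in these data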;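 also: plate controls were DMSO wells with enzyme for no effect and no-enzyme buffer wells for full effect; values of inactives mirror those of a sister screen read the other way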
Target sequence (P09923 whole entry, looked up): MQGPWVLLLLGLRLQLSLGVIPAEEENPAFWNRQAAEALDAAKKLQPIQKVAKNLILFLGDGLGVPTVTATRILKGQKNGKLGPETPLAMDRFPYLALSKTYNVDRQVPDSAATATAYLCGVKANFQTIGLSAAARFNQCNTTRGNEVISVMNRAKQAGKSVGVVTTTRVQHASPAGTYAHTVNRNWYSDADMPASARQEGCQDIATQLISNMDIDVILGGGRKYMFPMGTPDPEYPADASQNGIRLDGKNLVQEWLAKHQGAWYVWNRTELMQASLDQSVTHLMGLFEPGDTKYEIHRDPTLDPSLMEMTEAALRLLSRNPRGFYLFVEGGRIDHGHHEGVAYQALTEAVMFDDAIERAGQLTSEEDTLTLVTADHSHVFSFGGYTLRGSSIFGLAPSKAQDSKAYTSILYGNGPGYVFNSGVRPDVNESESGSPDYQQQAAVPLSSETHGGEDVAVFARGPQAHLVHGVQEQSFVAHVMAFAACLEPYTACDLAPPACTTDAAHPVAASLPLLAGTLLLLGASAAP
TIM10 inh: growth inhibitors of isogenic TIM10 control yeast, primary screen, counter-screen for tim10-1 yeast inhibitor project, luminescence, uHTS | inhibition, % at 10 µM | 330,000 tested, 1.4% active | S. cerevisiae TIM10 strain growth, BacTiter-Glo luminescence, 24 h | AID 463195, 2010;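 active = inhibition of 40% or more at the single tested concentration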;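 also: wild-type TIM10 isogenic control strain grown at permissive 25 °C; 0% = DMSO yeast wells and 100% = minimal medium wells without yeast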
MIN6 prolif: inducers of MIN6 beta-cell proliferation, primary screen, ATP luminescence, uHTS; MIN6 cells proliferation, ATPlite luminescence, 48 h; cells starved in 0.2% serum; 100% = growth in 10% serum; proliferation, % at 10 µM; 330,000 tested, 0.29% active;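 active = compounds whose signal lies at least 3.5 SD above the mean of all wells on their plate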;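 also: 0% = DMSO-treated cells in low-serum medium and 100% = 10% serum control; some compounds called inactive have numbers as strong as hits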
tim10-1 inh: growth inhibitors of tim10-1 mutant yeast, primary screen, luminescence, uHTS | inhibition, % at 20 µM | 330,000 tested, 2.2% active | S. cerevisiae tim10-1 ts strain growth, BacTiter-Glo, 24 h;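 active = inhibition of at least 40%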;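 also: mutant grown at 25 °C; 0% = DMSO wells with yeast and 100% = wells holding no yeast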
A3G deaminase: APOBEC3G DNA deaminase inhibitors, primary screen, biochemical, fluorescence, single-stranded DNA substrate, uHTS. DNA dC->dU-editing enzyme APOBEC-3G (Homo sapiens), Q9HC16. 330,000 tested, 0.28% active. recombinant A3G, ssDNA deamination FAM/TAMRA fluorescence. inhibition, % at 20 µM;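 active = inhibition of at least 40% at 20 µM, with no more than 30% in the related APOBEC3A deaminase screen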;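 also: plate controls were DMSO wells with A3G for no effect and wells lacking A3G enzyme for full effect; some compounds called inactive have numbers as strong as hits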
mIAP inh: inhibitors of mouse IAP, primary screen, biochemical, luminescence, uHTS | inhibition, % at 10 µM | purified mouse IAP, CDP-Star luminescence, 30 min | 330,000 tested, 0.2% active | intestinal alkaline phosphatase [Mus musculus];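 active = inhibition of at least 40% at 10 µM in the primary screen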;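 also: plate controls were DMSO with enzyme for no effect and no enzyme wells for full effect; values of inactives mirror those of a sister screen read the other way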
NLRP3 yeast inh: NALP3 inflammasome inhibitors in reconstituted yeast, primary screen, luminescence, uHTS; Yeast reconstituted NLRP3/ASC/caspase-1, beta-gal luminescence, 24 h; inhibition, % at 10 µM; 330,000 tested, 0.39% active; AID 2825, 2010;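 active = inhibition of 50% or more; inactive = inhibition below 50%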;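 also: plate controls were induced DMSO wells for no effect and uninduced yeast grown without galactose for full effect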
An asterisk follows results filed as active.

1: COc1ccc(C(C)NC(=O)c2ccncc2)cc1OC (stereo not given)
2: O=C1CC(SCc2nc3ccccc3[nH]2)C(=O)N1c1ccc(Cl)cc1 (stereo not given)
3: COc1ccc(C2=NOC(C(=O)Nc3cc(C)nn3-c3ccccc3)C2)cc1OC (stereo not given)
4: CC(=O)c1cc2c(cc1NS(=O)(=O)c1ccc(F)cc1)OCO2
5: COc1ccc(-c2ocnc2C(=O)N2CCN(C(=O)C(c3ccccc3)c3ccccc3)CC2)cc1
Compound | 1 | 2 | 3 | 4 | 5
mIAP inh | 2 | 28 | -1 | 0 | -11
hIAP inh | 4 | 15 | 0 | -8 | 0
mIAP act | 0.98 | 0.72 | 1 | 1 | 1.1
MIN6 prolif | -1 | 3 | 6 | -1 | 0
NLRP3 yeast inh | 14 | 17 | -4 | -9 | 20
tim10-1 inh | 10 | 32 | 4 | 11 | 8
A3G deaminase | -2 | -5 | 0 | 4 | 1
TIM10 inh | 11 | 21 | 3 | 1 | -7
A3A deaminase | -1 | -5 | -1 | 3 | 1

Whole records, looked up by structure. Screens in order: mIAP inh | hIAP inh | mIAP act | MIN6 prolif | NLRP3 yeast inh | tim10-1 inh | A3G deaminase | TIM10 inh | A3A deaminase
Record of COc1ccc(C(C)NC(=O)c2ccncc2)cc1OC (stereo not given) = 2 | 4 | 0.98 | -1 | 14 | 10 | -2 | 11 | -1
Record of CC(=O)c1cc2c(cc1NS(=O)(=O)c1ccc(F)cc1)OCO2 = 0 | -8 | 1 | -1 | -9 | 11 | 4 | 1 | 3
Record of COc1ccc(-c2ocnc2C(=O)N2CCN(C(=O)C(c3ccccc3)c3ccccc3)CC2)cc1 = -11 | 0 | 1.1 | 0 | 20 | 8 | 1 | -7 | 1
Record of O=C1CC(SCc2nc3ccccc3[nH]2)C(=O)N1c1ccc(Cl)cc1 (stereo not given) = 28 | 15 | 0.72 | 3 | 17 | 32 | -5 | 21 | -5

Further entries.
6: S=c1[nH]nc(-c2ccccc2)n1/N=C/c1ccc(-c2ccccc2Cl)o1
7: O=C(O)CCNc1ccc2c(c1)OCCO2
8: N#Cc1ccc(CSc2nnc(Cc3cccs3)n2Cc2ccco2)cc1
9: COc1cc(OC)cc(C(=O)NC(=S)Nc2ccc3c4c(cccc24)CC3)c1
10: CC(C)(C)c1ccc(-n2ncc3c2CCCC3NC(=O)c2cnccn2)cc1 (stereo not given)
Compound | 6 | 7 | 8 | 9 | 10
mIAP inh | 2 | 5 | 1 | 19 | -2
hIAP inh | -34 | 1 | -27 | -3 | -6
mIAP act | 0.98 | 0.95 | 0.99 | 0.81 | 1
MIN6 prolif | -3 | 2 | 1 | 0 | -8
NLRP3 yeast inh | 9 | 7 | 3 | 9 | 15
tim10-1 inh | 45* | 10 | 5 | 9 | 27
A3G deaminase | -11 | -3 | -1 | -6 | -8
TIM10 inh | 25 | -3 | -14 | 22 | 2
A3A deaminase | -10 | -19 | -11 | -5 | 7

11: COc1ccc2oc(/C=C/N(C)C)c(C(=O)c3ccc(Cl)cc3)c2c1
12: CCCN1CCCc2ccccc21
13: CN(C)/C=C1\C(=O)ON=C1c1ccccc1
14: CCc1ccc(NC(=O)C2CCCN(S(=O)(=O)c3c(C)[nH]c(=O)[nH]c3=O)C2)cc1 (stereo not given)
15: CCOC(=O)c1sc(C)c2c(=O)n(Cc3ccc(Cl)cc3)c(C)nc12
Compound | 11 | 12 | 13 | 14 | 15
mIAP inh | 20 | -2 | 6 | 7 | 6
hIAP inh | 22 | 20 | 6 | -14 | 6
mIAP act | 0.81 | 1 | 0.94 | 0.93 | 0.94
MIN6 prolif | -6 | -4 | 1 | -2 | -3
NLRP3 yeast inh | 20 | -5 | 5 | 15 | 8
tim10-1 inh | 45* | -9 | 14 | 1 | 24
A3G deaminase | 0 | -5 | -4 | -1 | -3
TIM10 inh | 29 | -12 | 11 | 11 | 25
A3A deaminase | 2 | -5 | -2 | 5 | -3

16: O=C(CSc1nnnn1-c1ccc(F)cc1)Nc1ccccc1F
17: COc1ccc2occ(C(C)=O)c2c1
18: CC(C)C(NC(=O)c1ccccc1F)C(=O)Nc1nccs1 (stereo not given)
19: COc1ccccc1-c1nnc2sc(-c3ccc(N(C)C)cc3)nn12
20: C/C=C/c1ccc(OCCCCN2C(=O)NC(C)(C)C2=O)c(OC)c1
Compound | 16 | 17 | 18 | 19 | 20
mIAP inh | -2 | -1 | -2 | -18 | -6
hIAP inh | -6 | 10 | -9 | 6 | 8
mIAP act | 1 | 1 | 1 | 1.2 | 1.1
MIN6 prolif | -2 | 0 | 2 | -4 | -3
NLRP3 yeast inh | 8 | 7 | 29 | 27 | 8
tim10-1 inh | 3 | 13 | -2 | 9 | 12
A3G deaminase | -5 | -10 | -8 | 4 | -6
TIM10 inh | 7 | 14 | 6 | 21 | 18
A3A deaminase | -4 | -5 | -1 | 2 | -2

21: Cc1ccc(NC(=O)CSc2nn(-c3ccccc3)c(=S)s2)cc1S(=O)(=O)N(C)C
22: O=C(COc1ccccc1F)Nc1ccc2[nH]c(=O)[nH]c2c1
23: CCOc1ccc(S(=O)(=O)N2c3ccccc3CC2C)cc1 (stereo not given)
24: COc1cccc(CNCC(=O)NC(=O)NC2CCCC2)c1
25: NC(=O)c1nn(-c2ccc(Oc3ccccc3)cc2)c(=O)cc1O
Compound | 21 | 22 | 23 | 24 | 25
mIAP inh | 0 | 6 | 5 | -4 | 2
hIAP inh | -7 | 17 | -16 | -4 | 16
mIAP act | 1 | 0.94 | 0.95 | 1 | 0.97
MIN6 prolif | -3 | -1 | -4 | -2 | -1
NLRP3 yeast inh | 0 | 12 | 28 | 5 | 23
tim10-1 inh | 19 | 5 | 31 | 5 | 8
A3G deaminase | -5 | -6 | -7 | -8 | -2
TIM10 inh | 16 | -4 | -14 | 1 | 10
A3A deaminase | -5 | -5 | -5 | -5 | -1

Next part, overlapping the part above by 2 compounds.
24: COc1cccc(CNCC(=O)NC(=O)NC2CCCC2)c1
25: NC(=O)c1nn(-c2ccc(Oc3ccccc3)cc2)c(=O)cc1O
26: COCC(C)n1c(C)cc(C(=O)COC(=O)c2nc3nc(C)cc(C)n3n2)c1C (stereo not given)
27: O=C(NCCS(=O)(=O)c1ccc(Br)cc1)c1ccccc1
28: CC(=O)N(CCO)Cc1cc2cc(C)cc(C)c2[nH]c1=O
29: N#CCCn1nc(-c2ccccc2)c2ccccc2c1=O
30: Cc1ccc(C(=O)COc2ccccc2-c2ccccc2)cc1C
Compound | 24 | 25 | 26 | 27 | 28 | 29 | 30
mIAP inh | -4 | 2 | 8 | 8 | 5 | -1 | 5
hIAP inh | -4 | 16 | 24 | 4 | -8 | -22 | 22
mIAP act | 1 | 0.97 | 0.92 | 0.92 | 0.95 | 1 | 0.95
MIN6 prolif | -2 | -1 | 0 | 2 | -3 | -3 | 0
NLRP3 yeast inh | 5 | 23 | -1 | 1 | 10 | 12 | -7
tim10-1 inh | 5 | 8 | 13 | 15 | 7 | -1 | 12
A3G deaminase | -8 | -2 | -8 | -7 | 5 | 7 | -8
TIM10 inh | 1 | 10 | 8 | 4 | -13 | 12 | -7
A3A deaminase | -5 | -1 | -1 | -2 | 5 | -3 | -4

Values in list order from the list.
Nos. 26–30 in A3A deaminase, in turn: -1, -2, 5, -3, -4
Nos. 26–30 in A3G deaminase, in turn: -8, -7, 5, 7, -8
Nos. 26–30 in tim10-1 inh, in turn: 13, 15, 7, -1, 12

Some of these compounds in order of their number in NLRP3 yeast inh, largest number first:
nr | SMILES | mIAP inh | hIAP inh | mIAP act | NLRP3 yeast inh | A3G deaminase | A3A deaminase
5 | COc1ccc(-c2ocnc2C(=O)N2CCN(C(=O)C(c3ccccc3)c3ccccc3)CC2)cc1 | -11 | 0 | 1.1 | 20 | 1 | 1
1 | COc1ccc(C(C)NC(=O)c2ccncc2)cc1OC (stereo not given) | 2 | 4 | 0.98 | 14 | -2 | -1
7 | O=C(O)CCNc1ccc2c(c1)OCCO2 | 5 | 1 | 0.95 | 7 | -3 | -19
21 | Cc1ccc(NC(=O)CSc2nn(-c3ccccc3)c(=S)s2)cc1S(=O)(=O)N(C)C | 0 | -7 | 1 | 0 | -5 | -5
